# Compound activity: PubChem, National Center for Advancing Translational Sciences (NCATS)
# VP16 counter = inhibits Gal4-VP16 luciferase reporter, ROR gamma counter-screen; Drosophila S2 Gal4-VP16 UAS-luciferase, luminescence, 20 h; Potency, µM (titrated, usually from 53.6 µM), for the others: at the highest dose activity, negative = inhibition, most hits filed as inhibitors; hit rate 3.5% among 310,000; AID 2546;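 further: Gal4-VP16 expression switched on by copper sulfate through the metallothionein promoter; potency means the concentration at half of the fitted maximal effect; on the % scale 0 is the no-effect control and ±100 the full control effect; nearly all actives have a fitted effect of over 50% in size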
# Giardia kill = kills Giardia lamblia; Giardia lamblia trophozoite viability; activity change, % at 7.66 µM, hits read low; hit rate 0.15% among 340,000; AID 540267; in the data active means activity change below about -80%; inconclusive means between about -30% and that limit;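 further: parasites exposed to compound for two days anaerobically before the ATP read; on the % scale 0 is the no-effect control and ±100 the full control effect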
#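 Luminescence from cellular ATP indicates surviving trophozoites (100 cells/well) following 48 hrs anaerobic compound treatment at 37 deg C; signal develops 15-30 min at room temperature.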
# RORg inh = ROR gamma (mouse) transcription inhibition. P51450. Drosophila S2 Gal4-RORgamma UAS-luciferase reporter, 20 h. Potency, µM (doses to about 53.6 µM), without a hit: top-dose activity change, negative = inhibition, hits mostly inhibitors. hit rate 5.4% among 310,000. AID 2551; further: potency means the concentration at half of the fitted maximal effect; on the % scale 0 is the no-effect control and ±100 the full control effect; nearly all actives have a fitted effect of over 60% in size
# Target sequence (P51450 whole entry, looked up, the tested form may be a part): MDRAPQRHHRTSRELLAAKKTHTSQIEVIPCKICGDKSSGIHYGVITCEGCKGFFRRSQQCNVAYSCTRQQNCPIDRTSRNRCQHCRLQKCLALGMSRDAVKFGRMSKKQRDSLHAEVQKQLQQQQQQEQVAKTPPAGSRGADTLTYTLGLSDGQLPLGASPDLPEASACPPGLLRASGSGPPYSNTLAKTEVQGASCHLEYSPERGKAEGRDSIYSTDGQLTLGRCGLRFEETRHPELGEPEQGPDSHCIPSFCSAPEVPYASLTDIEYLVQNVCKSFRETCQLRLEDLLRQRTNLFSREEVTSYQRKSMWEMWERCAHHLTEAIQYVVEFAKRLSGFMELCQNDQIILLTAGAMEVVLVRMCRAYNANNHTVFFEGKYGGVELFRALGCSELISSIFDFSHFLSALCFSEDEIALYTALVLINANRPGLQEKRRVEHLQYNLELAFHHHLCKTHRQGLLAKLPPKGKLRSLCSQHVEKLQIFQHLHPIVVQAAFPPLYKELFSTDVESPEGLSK
#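 ROR gamma transcriptional activity was tracked as Gal4-UAS luciferase output in stably transfected Drosophila Schneider cells, with compound added 1 hr before 700 uM copper sulfate induction and a 20 hr ambient-temperature incubation.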
# Rab9 prom act = activates the Rab9 promoter; Huh7 Rab9 promoter-luciferase reporter, luminescence, 24 h; hit rate 2.8% among 320,000; AID 485297; Potency, µM (highest dose often 9.22 µM), for the others: at the highest dose activation, negative = inhibition, hits mostly activators; further: potency means the concentration at half of the fitted maximal effect; % of control where 0% means no effect; nearly all actives have a fitted effect of over 60% in size
#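 Rab9 promoter-driven luciferase in stably transfected Huh7 cells; 1500 cells/well rested 2 h, exposed to compound in DMSO for 24 h at 37 °C, 5% CO2. Luminescence read 10 min after adding luciferase reagent at ambient temperature.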
# Tb PFK block = inhibitors of T. brucei phosphofructokinase; O15648; T. brucei PFK, ADP-Glo luminescence; Potency, µM (highest dose often 57.5 µM), for inactives: top-dose activity, negative = inhibition, actives largely listed as inhibitors; hit rate 0.17% among 330,000; AID 485367;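 further: potency means the concentration at half of the fitted maximal effect; 0% = uninhibited 1x PFK enzyme wells and -100% = no-enzyme wells; nearly all actives have a fitted effect of over 60% in size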
#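 In TEA buffer at pH 8.0 with 5 mM MgCl2, enzyme (1.25 nM) converted F6P (0.5 mM) and ATP (0.1 mM) for 45 min at room temperature. ADP product was read by luciferase luminescence.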
# KCNH2 3.1 inh = blocks the human KCNH2 3.1 channel isoform. U2OS KCNH2 3.1, thallium flux FluxOr; active compounds read low. activity change, % (tested at about 1.8 µM). hit rate 0.95% among 340,000. AID 720553;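 active means maximum activity change below -70%; inconclusive means maximum activity change from -70% to -50%; inactive means maximum activity change above -50%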;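 further: thallium influx rate constant from kinetic fluorescence after stimulation buffer; on the % scale 0 is the no-effect control and ±100 the full control effect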
#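 FluxOr-based Tl+ influx in U2OS cells transduced with KCNH2 3.1 virus; rate constants normalized to DMSO controls.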
# ELG1 genotox = inducers of genotoxicity in HEK293T ELG1-luciferase cells; HEK293T ELG1-luciferase reporter, luminescence, 16 h; Potency, µM (top dose mostly 46 µM), inactives show top-dose activity change, positive = activation, hits mostly activators; hit rate 1.3% among 330,000; AID 504466; further: potency means the concentration at half of the fitted maximal effect; % of control where 0% means no effect; nearly all actives have a fitted effect of over 60% in size
#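 HEK293T cells expressing luciferase-tagged ELG1 were treated with compound or DMSO for 16 hr at 37°C. Luciferase activity was then read after 30 min with ONE-Glo at room temperature; rising signal flags genetic stress.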
# Coupling enz = coupling enzyme interference in Giardia aldolase counter-screen; hit rate 0.67% among 290,000; AID 2472; coupling enzyme system counterscreen, AmpLite Red fluorescence; activity change, negative = inhibition, % at 58.2 µM, hits read low; in the data active means activity change below about -30%; further: on the % scale 0 is the no-effect control and ±100 the full control effect
#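 Counterscreen of the coupled detection system alone, without aldolase: glyceraldehyde-3-phosphate coupling enzymes plus AmpLite Red readout. Compounds at 57.5 uM final, 10 min RT preincubation, 20 min RT reaction, fluorescence 525/598 nm.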
# FLuc modulator = counter-screen for miR-21 project: firefly luciferase inhibitors or activators. purified FLuc, Km substrates, luminescence inhibition. Potency, µM (highest dose often 57.5 µM), inactives show top-dose activity change, negative = inhibition, most hits filed as inhibitors. hit rate 6.9% among 360,000;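 further: potency means the concentration at half of the fitted maximal effect; plate controls were vehicle for no effect and reference inhibitor for full effect; nearly all actives have a fitted effect of over 55% in size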
# Target sequence (P08659 whole entry, looked up): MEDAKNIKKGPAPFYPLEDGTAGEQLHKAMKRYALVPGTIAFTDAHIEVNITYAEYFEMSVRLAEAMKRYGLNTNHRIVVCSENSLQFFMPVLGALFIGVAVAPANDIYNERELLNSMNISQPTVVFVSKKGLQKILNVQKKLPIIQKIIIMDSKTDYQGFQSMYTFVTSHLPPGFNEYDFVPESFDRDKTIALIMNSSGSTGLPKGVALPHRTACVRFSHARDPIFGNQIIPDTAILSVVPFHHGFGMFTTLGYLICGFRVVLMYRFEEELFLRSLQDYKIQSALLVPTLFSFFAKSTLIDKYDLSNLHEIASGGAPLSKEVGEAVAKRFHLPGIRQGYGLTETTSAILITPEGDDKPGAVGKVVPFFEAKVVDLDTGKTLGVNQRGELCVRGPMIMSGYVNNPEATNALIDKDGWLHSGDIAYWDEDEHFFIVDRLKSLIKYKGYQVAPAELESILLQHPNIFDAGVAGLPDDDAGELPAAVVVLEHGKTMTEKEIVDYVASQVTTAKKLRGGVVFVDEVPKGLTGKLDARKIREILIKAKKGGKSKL
#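 Purified P. pyralis luciferase (10nM final) with 10uM D-luciferin and 10uM ATP (Km levels) in 50mM Tris acetate pH 7.5, 10mM Mg acetate, 0.01% Tween-20, 0.05% BSA; qHTS 6-point titration, ~60 µM downward; luminescence read.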
# NPC1 prom act = activates the NPC1 promoter; Huh7 NPC1 promoter luciferase reporter, 24 h; Potency, µM (titrated, usually from 9.22 µM), for inactives: top-dose activation, actives largely listed as activators; hit rate 2.4% among 320,000;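 further: potency means the concentration at half of the fitted maximal effect; % of control where 0% means no effect; nearly all actives have a fitted effect of over 60% in size; reporter is driven by a mutant NPC1 promoter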
#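 NPC1 promoter–luciferase Huh7 cells; 24 h compound; luminescence.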
# uPA surface inh = blocks generation of uPA at the cell surface | cell surface uPA generation assay, qHTS | Potency, µM (titrated, usually from 38.3 µM), without a hit: at the highest dose activity change, negative = inhibition, actives largely listed as inhibitors | hit rate 0.31% among 330,000 | AID 540303; active means well fitted inhibition curve with a large enough effect; inconclusive means small, poorly fitted or top-dose-only effect; inactive means no such curve, though single readings can be large or run the other way; tested in mouse RAW 264.7 cells; further: potency means the concentration at half of the fitted maximal effect; on the % scale 0 is the no-effect control and ±100 the full control effect; nearly all actives have a fitted effect of over 55% in size
# * hit, by the source's call; ? = inconclusive; · = not tested or not shown; [ ] = another dose, or the depositor's remark. Unless noted, the call rests on the fitted dose curve; in most records, active means well fitted curve in the direction sought with a large enough effect; inconclusive means small, poorly fitted or top-dose-only effect, or another doubt; inactive means no such curve, though single readings can be large; an effect the other way counts as inactive or inconclusive.
item	molecule	VP16 counter	Giardia kill	RORg inh	Rab9 prom act	Tb PFK block	KCNH2 3.1 inh	ELG1 genotox	Coupling enz	FLuc modulator	NPC1 prom act	uPA surface inh
1	Cc1ccc(S(=O)(=O)CCSc2ccc(C(F)(F)F)cn2)cc1	6%	-23	-6%	0%	0%	1	3%	1	-2%	2%	?
2	CC1c2ccsc2CCN1S(=O)(=O)c1cccs1 (stereo not given)	3%	-28	2%	-12%	0%	26	-2%	-5	-2%	-3%	-18%
3	COc1ccc(S(=O)(=O)NCC2CCCO2)cc1NC(=O)c1ccccc1F (stereo not given)	3%	-10	-14%	6%	-12%	-26	2%	0	0%	0%	-2%
4	Cc1onc(NC(=O)NC(=O)c2ccccc2F)c1Br	-17%	6	5%	18%	-1%	-5	?	·	?	18%	-6%
5	CCOC(=O)c1ccc(NC(=O)c2nn(CC)cc2Br)cc1	1%	4	28%	?	-1%	-11	?	1	11µM*	?	-2%
6	O=C(COc1ccc(F)cc1)N(Cc1ccco1)C1CCS(=O)(=O)C1 (stereo not given)	3%	27	-12%	0%	-6%	-8	1%	·	2%	-5%	0%
7	COc1ccc(S(=O)(=O)N2CCCCCC2)cc1C(=O)N(C)CCOc1ccc(Cl)cc1	·	2	·	2%	-2%	-14	-5%	·	-1%	-1%	-12%
8	CCCN1CCC(=O)N(CCOc2ccccc2)CC1	?	11	10%	25%	-1%	·	8%	2	2%	17%	-13%
9	COC(=O)C1=C(C)NC(=O)C1(Nc1nccs1)C(F)(F)F (stereo not given)	1%	-15	1%	-7%	21%	8	0%	-4	-1%	0%	1%
10	CCOC(=O)C(Cc1ccccc1)NC(=O)Cn1nnc(-c2ccccc2)n1 (stereo not given)	-3%	2	15%	0%	5%	1	0%	1	2%	0%	3%
11	C=CCn1c(CSCc2ccc(Cl)cc2)nnc1SCC(=O)NCc1ccccc1	5%	17	-27%	2%	0%	2	2%	2	3%	-3%	1%
12	Cc1ccc(OCC(O)CN2CCOCC2)cc1 (stereo not given)	5%	-14	-4%	1%	0%	-9	0%	2	1%	-5%	21%
13	O=C(OCC#CCSc1nnc(-c2ccccc2)o1)c1ccco1	-1%	-12	11%	24%	-1%	3	4%	2	-20%	10%	0%
14	Cc1cc(C)c([C@@H]2C[C@H]3CN(C4CCCC4)C(=O)[C@]34CCCN24)c(-n2cccn2)c1	-2%	6	-4%	-1%	-7%	-30	-7%	0	-1%	0%	-1%
15	O=C(CN1C(=O)c2cccc3cccc1c23)NCc1ccc2c(c1)OCO2	6%	0	15%	3%	1%	-12	-8%	-1	-1%	-2%	·
16	C/C(=N/NC(=O)CNC(=O)COc1ccccc1)c1ccco1	-11%	-5	16%	-2%	-1%	24	2%	0	1%	-1%	2%
17	O=C(CSc1nc2ccc(Nc3nc(N4CCCC4)nc(N4CCCC4)n3)cc2s1)NCc1ccco1	9%	1	9%	-4%	-9%	-1	4%	-1	-6%	-1%	23%
18	CC1(C(=O)OCC(=O)NCc2ccc(Cl)cc2)CC1(Cl)Cl (stereo not given)	·	-5	·	·	-5%	-5	1%	·	·	·	10%
19	Cc1cc(NC(=O)/C=C/c2cccc(F)c2)n(-c2nc3ccccc3[nH]2)n1	2.8µM*	-6	1.6µM*	14%	-1%	-11	1%	1	?	20%	-3%
20	Cc1ccc(N2/C(=N/c3nc(C)cc(C)n3)NC(=O)CC2C(=O)O)cc1 (stereo not given)	-3%	4	4%	2%	-2%	9	-1%	0	0%	0%	19%
21	O=c1c2[nH]c3ccccc3c2ncn1Cc1ccco1	12%	0	?	2%	2%	10	2%	-4	1%	16%	-2%
22	CC(=O)CC(=O)Nc1ccc2ccccc2c1	7%	?	1%	12%	-5%	-8	8%	-1	-19%	11%	-16%
23	COc1ccc(-n2c(SCC(=O)Nc3nccs3)nc3sc4c(c3c2=O)CCN(C)C4)cc1	-2%	2	-12%	-8%	0%	3	0%	0	2%	1%	4%
24	O=C(NCCCNCc1ccccc1)c1ccc(/C=N/O)nc1	-4%	17	-8%	-7%	-3%	-20	2%	5	2%	1%	7%
25	Cn1nc(C(C)(C)C)cc1C(=O)O	12%	8	-2%	1%	-9%	7	-1%	1	-4%	0%	17%
26	CCc1cccc2c(C(=O)COC(=O)c3ccccc3)c[nH]c12	4%	-24	55%	?	-2%	-6	?	0	2.4µM*	?	-3%
27	CCC[C@@H]1CCCO[C@@](C(=O)NCc2ccccn2)(C(F)(F)F)C1	1%	?	18%	·	·	2	·	2	·	·	1%
28	NC(=O)c1sc2cc(C(F)(F)F)cnc2c1-c1cccs1	1%	9	20%	-5%	-5%	·	-2%	-6	-1%	-2%	1%
29	COc1ccc(N=CC2=C(O)CC(C)(C)CC2=O)cc1	0%	-11	0%	11%	3%	-18	?	1	19µM*	-2%	-12%
30	O=C(OCC(=O)N(C1CCCCC1)C1CCCCC1)c1ccc(Cl)nc1	·	-2	·	1%	-2%	17	0%	·	-1%	-3%	22%
31	CN(C)CCn1c2c(c(SCC(=O)NCc3ccccc3)nc1=O)CCCC2	·	-9	·	2%	-2%	0	2%	·	1%	6%	7%
32	CCCCCC(=O)NC(=S)Nc1ccc(N2CCOCC2)cc1	2.2µM*	5	1.3µM*	0%	-5%	5	-4%	1	-5%	0%	3%
33	Cc1sc2nc(-c3ccc(Br)cc3)oc(=O)c2c1C	12%	-3	14%	7%	-1%	24	-3%	3	2.7µM*	?	-4%
34	O=C(NCc1cccc(Cl)c1)C1CCC(=O)N(CCN2CCOCC2)C1 (stereo not given)	-2%	-3	-25%	12%	-2%	-3	1%	-3	2%	-4%	7%
35	CC(=O)N(Cc1ccco1)c1nc(C(=O)Nc2ccc(Cl)cc2)c(C)s1	-11%	2	?	11%	-4%	-23	-5%	4	-15%	4%	-2%
36	Cc1noc(C)c1CSCC(=O)Nc1cc(S(=O)(=O)N2CCOCC2)ccc1OCC(F)(F)F	·	0	·	-2%	-6%	-12	1%	·	2%	-2%	-2%
37	O=C(Nc1ccccc1C(=O)NC(Cc1ccccc1)C(=O)O)c1ccco1 (stereo not given)	11%	-16	-2%	4%	2%	-27	1%	3	-2%	1%	0%
38	CCn1c2ccccc2c2cc(NC(=O)c3ccc(C)c([N+](=O)[O-])c3)ccc21	2%	4	31%	2%	0%	2	-11%	-3	5%	-7%	2%
39	COC(=O)c1[nH]c2ccc(C)cc2c1NC(=O)CN1CCC(C)CC1	-7%	-23	24%	-8%	-5%	13	-8%	2	-1%	0%	-3%
40	O=C(O)COc1ccc(Nc2ccccc2)cc1	3%	3	-19%	0%	-1%	-2	-5%	3	?	-2%	4%
41	Cc1occc1C(=O)Nc1ccc(OCc2ccccc2)cc1	-5%	-5	35%	2%	?	13	0%	0	-7%	-2%	5%
42	CCO[C@@H]1OC(C(=O)N2CCN(C)CC2)=C[C@H](c2csc3ccccc23)[C@H]1CCCO	1%	4	-32%	3%	-8%	2	7%	-11	0%	-6%	-6%
43	CN=C(c1ccccc1)c1c(C)cccc1C	4%	1	0%	-7%	0%	7	5%	1	11%	-5%	-4%
44	Cc1cc(C)n(CCNC(=O)c2ccc3c(c2)OCO3)n1	3%	1	0%	2%	1%	-9	10%	-5	?	5%	-7%
45	CCOc1ccc(-c2nnc(SCC(=O)N3CCOCC3)o2)cc1	-17%	-1	?	2.2µM*	1%	4	?	3	11µM*	?	8%
46	CC(=O)N1CCC(C(=O)NCCOc2cccc(C)c2)CC1	-3%	1	4%	1%	-1%	7	-2%	2	2%	0%	2%
47	Nc1c(N(CCCO)C(=O)C2CCCC2)c(=O)[nH]c(=O)n1Cc1ccccc1	·	?	·	1%	-2%	8	-3%	·	1%	0%	9%
48	Cc1ccc(NS(=O)(=O)c2c(C)[nH]c(=O)[nH]c2=O)cc1C	-1%	-3	7%	4%	1%	-4	0%	2	1%	2%	-15%
49	O=C(CN1C(=O)NC2(CCCCC2)C1=O)N1CCN(c2ncccn2)CC1	·	-21	·	-2%	-2%	20	1%	·	3%	0%	6%
50	O=C(Cc1ccc(Cl)cc1)NNC(=O)c1cnccn1	-10%	-7	-1%	-7%	-18%	-3	2%	-7	0%	-8%	6%
51	Cc1ccc(S(=O)(=O)N2CCC(=O)N(C(COCc3ccc(Cl)cc3Cl)Cc3ccccc3)CC2)cc1 (stereo not given)	-10%	15	-16%	-2%	6%	-24	0%	1	5%	-6%	3%
52	CCN(CC)C(=O)c1ccc(NS(=O)(=O)c2ccccc2)cc1	4%	-1	-7%[10 µM]	1%	2%	0	-4%	1	7%	0%	-4%
53	COc1ccc(C(C(=O)NC2CCCCC2)N(C(=O)c2sc(C)nc2C)c2ccc(C(C)=O)cc2)cc1 (stereo not given)	-9%	-4	21%	-3%	-1%	-8	0%	0	-2%	2%	-7%
